# 3CLpro inhibitor: SARS-CoV 3CLpro protease inhibition. P0C6X7. recombinant SARS-CoV 3CLpro, quenched FRET peptide cleavage. inhibition, % at 6 µM. 290,000 compounds, 0.14% hits. AID 1706; in the data active means inhibition above about 12%
# SSB-PriA inh: K. pneumoniae PriA-SSBct interaction inhibition; AlphaScreen SSBct-PriA binding, biotinylated peptide; inhibition, % at 33 µM; 430,000 compounds, 0.6% hits; AID 1272365; in the data active means inhibition mostly above about 37%, no sharp cut-off; inactive means mostly below about 20%;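 further: plate controls were negative control peptide for no effect and reference peptide for full effect; strong numbers were not always called active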
# CCHFV vOTU inh: blocks the CCHF virus ovarian tumor domain protease | 370,000 compounds, 0.55% hits | inhibition, % at 11.5 µM | CCHFV vOTU protease, Pep-AMC fluorescence; in the data active means inhibition above about 30%; further: 0% = vehicle wells with enzyme and 100% = no enzyme wells
# MazEF act: increases E. coli MazEF RNase cleavage of RNA; activation, % at 20 µM; FAM/BHQ RNA-DNA oligo cleavage fluorescence, 5 h; P0AE70; 350,000 compounds, 0.32% hits; AID 504720; in the data active means activation above about 50%
# Target sequence (P0AE70 whole entry, looked up): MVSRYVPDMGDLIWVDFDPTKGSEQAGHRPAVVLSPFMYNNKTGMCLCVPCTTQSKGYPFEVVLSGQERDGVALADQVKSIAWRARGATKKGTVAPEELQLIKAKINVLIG
# DUSP3 inh: inhibitors of human VHR1 phosphatase (DUSP3); AID 1654; recombinant VHR phosphatase, pNPP absorbance; 290,000 compounds, 0.52% hits; inhibition, % at 13.3 µM; in the data active means inhibition above about 50%; further: some compounds called inactive have numbers as strong as hits
# Target sequence (P51452 whole entry, looked up): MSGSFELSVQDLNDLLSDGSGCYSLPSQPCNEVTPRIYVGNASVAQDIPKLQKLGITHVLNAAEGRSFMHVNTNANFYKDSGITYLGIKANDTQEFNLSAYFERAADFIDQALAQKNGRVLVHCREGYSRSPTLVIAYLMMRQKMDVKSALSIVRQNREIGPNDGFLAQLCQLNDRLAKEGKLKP
# BoNT F protease: blocks Botulinum neurotoxin F light chain protease. 360,000 compounds, 0.22% hits. inhibition, % at 10 µM. Multiplex microsphere protease cleavage assay, flow cytometry; in the data active means inhibition above about 35%, passing the limit was not always enough; inconclusive means no clear call, values can overlap the other calls; further: plate controls were buffer without enzyme for full effect and enzyme alone for no effect
# PrPC TRFRET: reduces human prion protein on the cell surface | 370,000 compounds, 0.43% hits | inhibition, % at 13.8 µM | cell surface PrPC, TR-FRET read-out | P04156; in the data active means inhibition above about 24%; further: 0% = median of the test wells and 100% = reference compound wells
# Anthrax LF inh2: anthrax lethal factor protease inhibition | inhibition, % at 10 µM | 360,000 compounds, 0.12% hits | multiplex microsphere protease cleavage assay, LF | P15917 | AID 588501; further: plate controls were buffer without enzyme for full effect and enzyme alone for no effect
# Target sequence (P15917 whole entry, looked up): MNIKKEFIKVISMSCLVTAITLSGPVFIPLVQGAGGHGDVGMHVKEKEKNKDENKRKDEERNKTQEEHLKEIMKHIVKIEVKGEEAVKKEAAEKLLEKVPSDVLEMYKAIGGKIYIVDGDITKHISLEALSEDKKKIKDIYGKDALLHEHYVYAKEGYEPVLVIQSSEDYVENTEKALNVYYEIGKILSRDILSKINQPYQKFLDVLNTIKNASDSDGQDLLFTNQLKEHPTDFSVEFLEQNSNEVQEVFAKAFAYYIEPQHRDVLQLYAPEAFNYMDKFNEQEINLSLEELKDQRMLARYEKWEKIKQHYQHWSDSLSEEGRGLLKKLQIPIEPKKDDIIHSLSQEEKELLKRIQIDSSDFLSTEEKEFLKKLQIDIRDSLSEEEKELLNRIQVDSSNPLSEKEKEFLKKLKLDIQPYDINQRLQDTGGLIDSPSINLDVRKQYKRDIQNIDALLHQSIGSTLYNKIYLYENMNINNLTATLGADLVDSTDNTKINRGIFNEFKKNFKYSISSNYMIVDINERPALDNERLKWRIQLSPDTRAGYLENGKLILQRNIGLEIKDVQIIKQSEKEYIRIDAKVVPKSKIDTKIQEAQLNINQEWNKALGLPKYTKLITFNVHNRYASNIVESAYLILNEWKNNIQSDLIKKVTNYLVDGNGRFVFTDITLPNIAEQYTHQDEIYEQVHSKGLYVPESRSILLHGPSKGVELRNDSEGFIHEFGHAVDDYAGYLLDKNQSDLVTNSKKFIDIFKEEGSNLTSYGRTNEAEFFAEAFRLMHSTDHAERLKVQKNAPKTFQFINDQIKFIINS
# Rv3671c protease: Rv3671c (M. tuberculosis) protease inhibition; inhibition, % at 5.96 µM; 320,000 compounds, 0.048% hits; P9WHR9; in the data active means inhibition above about 38%;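 further: extracellular domain of Rv3671c used as enzyme; 0% = enzyme with DMSO and 100% = no enzyme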
# BoNT-A LC inh2: blocks Botulinum neurotoxin A light chain protease. inhibition, % at 10 µM. multiplex microsphere protease substrate cleavage, flow cytometry. 360,000 compounds, 0.17% hits; further: plate controls were buffer without enzyme for full effect and enzyme alone for no effect
# * marks the source's active call; other numbers are inactive results; i = inactive; ? = inconclusive; nt = no result given. Unless noted, no stated cut-off is given here; in the data, active means inhibition above about 30%; inconclusive means no clear call, values can overlap the other calls; inactive means below that. Not all compounds are listed, so the mix of outcomes need not match the whole.
SMILES,3CLpro inhibitor,SSB-PriA inh,CCHFV vOTU inh,MazEF act,DUSP3 inh,BoNT F protease,PrPC TRFRET,Anthrax LF inh2,Rv3671c protease,BoNT-A LC inh2
CCCCOC(=O)/C(=C/C=C/c1ccccc1)NC(=O)c1ccccc1,7,-26,2,6,-25,-3,5,-8,-15,-0.1
Cc1cccc(-c2nnc(SCc3cc(=O)[nH]c4ccccc34)n2C)c1,2,-3,-6,4,-2,nt,-4,nt,-5,nt
CCOC(=O)C1=C(C)NC(C)=C(C(=O)OCC)C1c1cccs1,3,-18,-11,1,-7,-12,3,1,-14,-1.0
Nc1ccc(C(=O)N/N=C/c2cn(Cc3ccccc3)c3ccccc23)cc1,-1,nt,5,4,27,6,12,-1,nt,-2.8
O=C(N/N=C/c1ccccn1)c1cccnc1,-1,i,-2,4,-5,?,-4,-2,-5,-5.1
CC1CCc2c(C(=O)Nc3cccc(-c4nn[nH]n4)c3)csc2C1 (centres undefined),6,15,2,2,14,-2,0,1,-16,-1.8
Cc1ccc(NC(=O)CSc2nc(N)cc(=O)[nH]2)cc1Cl,8,4,-4,11,41,-32,0,-17,1,-14
O=C(c1ccccc1Br)N1CCCC(c2nc(-c3cccs3)no2)C1 (centres undefined),-3,11,11,2,9,0,5,2,-8,0.6
Cn1c(=O)c2c(nc(N3CCCCCC3)n2CC(O)COc2ccc(Cl)cc2)n(C)c1=O (centres undefined),3,-9,-4,1,14,0,0,-2,-1,?
COCc1c(C(=O)N2CCN(c3ncccn3)CC2)oc2ccccc12,nt,-4,9,-3,nt,4,2,6,-3,1.6
Nc1nc(-c2ccc([N+](=O)[O-])cc2)cs1,7,7,3,-3,14,-13,-56,-5,2,-1.1
COc1ccc(-c2cc(-c3n[nH]c(=S)n3-c3ccccc3Cl)[nH]n2)cc1,2,8,-9,9,4,-6,7,0,-10,0.6
CC(C)(C)c1ccc(C(=O)NNC(=O)Cc2ccccc2)cc1,-2,-4,6,8,27,7,1,0,-4,1.0
CCOc1ccccc1NC(=O)COC(=O)COc1c(Cl)cc(Cl)c2ccc(C)nc12,nt,-17,-17,-1,nt,0,-3,-2,2,0.4
CCOC(=O)c1oc2nc(CC(C)C)c3c(c2c1N)CCCC3,13*,-10,-43,14,4,34,-6,12,-1,-0.2
Cc1cnn(Cc2cccnc2)c1N,5,-11,0,5,9,-2,3,-3,0,-0.7
O=C(NCc1ccc2c(c1)OCO2)c1ccc(CSCc2cccc(Cl)c2)o1,1,-27,-7,-10,10,-2,-1,-1,-17,-0.8
Cc1ccc(N2CC(C(=O)OCC(=O)Nc3ccc(F)cc3F)CC2=O)cc1 (centres undefined),nt,-3,11,5,nt,6,8,-4,8,2.5
O=C(O)CSCCOc1ccc(OCCSCC(=O)O)cc1,4,2,-10,4,0,-5,11,-1,1,0.2
COCCCNc1ccn2nc(-c3ccccc3)cc2n1,nt,nt,-3,nt,nt,7,5,-4,nt,0.0
CCOc1ccc(CNc2ccc3c(c2)nc(C)n3C)cc1,1,3,4,6,13,-10,-1,-4,7,-0.6
O=C(Cc1ccccc1)N1CCN(Cc2cccc(Br)c2)CC1,-3,4,-7,-1,32,1,2,2,1,0.5
CCSc1nc2ccccc2n1CC(=O)N1CCOCC1,2,-12,-7,-3,27,4,-3,-1,-4,-0.1
COc1ccc(C(=O)NCc2c(C)nn(Cc3ccccc3)c2C)cc1S(=O)(=O)N1CCOCC1,nt,0,2,1,nt,-8,13,-3,-6,1.6
CN(CC(=O)NC(=O)Nc1ccccc1F)Cc1ccccc1,nt,-5,5,3,nt,?,-1,-1,nt,-6.4
O=C(CC1SC(N2CCOCC2)=NC1=O)Nc1ccc(F)cc1 (centres undefined),nt,-18,13,2,nt,-1,-9,0,6,-0.4
Cc1ccccc1-c1cc(C(=O)NCC2CC2)nn1CC1CC(c2cccc([N+](=O)[O-])c2)=NO1 (centres undefined),nt,23,-6,1,nt,4,-3,-1,3,0.1
CC(=O)c1ccc(NC(=O)[C@@H]2CCCN2C(=O)OC(C)(C)C)cc1,0,6,-1,-12,10,-10,0,10,-4,-1.8
Cc1ccc(SCC(=O)OCC(=O)N(C)C2CCS(=O)(=O)C2)cc1C (centres undefined),nt,-4,9,0,nt,-8,1,-3,-3,-0.1
COC(=O)c1sccc1NC(=O)Nc1cc(C)ccc1C,4,2,-2,2,1,0,-2,0,-5,-0.1
Cc1ccc(S(=O)(=O)N2CCN(c3cnn(C)c(=O)c3Cl)CC2)cc1,-4,1,26,7,18,-1,7,0,-9,-0.1
N=c1sccn1CC(=O)N1N=C(c2ccc(Cl)cc2)CC1c1ccco1 (centres undefined),2,0,6,-9,17,-5,-16,0,-8,0.7
CC(=O)C1(O)CCC2C3CC(C)C4=CC(=O)C=CC4(C)C3(F)C(O)CC21C (centres undefined),nt,-9,-6,3,nt,-8,-1,-9,nt,-0.9
COc1cccc(C(=O)Nc2cc3c(cc2Br)OCCCO3)c1,1,-24,19,-6,-5,6,8,-2,-2,0.9
CC1(C(=O)O)CCCN(C(=O)c2cc3ccccc3s2)C1 (centres undefined),nt,nt,-1,nt,nt,-1,1,-8,nt,-0.1
CCOc1ccc2nc(NC(=O)C3=NN(c4ccccc4)C(=O)CC3)sc2c1,0,-14,-2,-5,35,-2,-5,-4,-16,-0.6
Cc1oc(-c2cccc(F)c2)nc1CN1CCCCC1CCn1cccn1 (centres undefined),1,-4,-21,-4,12,2,-4,1,-2,-0.9
Cc1cc(/C=C\c2nc(O)c([N+](=O)[O-])c(=O)[nH]2)c(C)n1-c1ccccc1,-4,-7,9,2,15,0,-10,-1,2,-0.8
O=C(Cc1nn[nH]n1)Nc1ccc(F)cc1F,0,-3,4,12,32,-10,7,-1,3,-0.9
CCSC1(SCC)N=C(N)C2(C#N)C(c3ccccc3)NC(C)=C(C)C12C#N (centres undefined),-5,22,-1,1,6,-2,-4,-4,nt,-0.5
CC(Sc1nnc(CN2CCCC2)n1Cc1ccccc1)C(=O)Nc1ccc(F)cc1Cl (centres undefined),nt,-7,-2,5,nt,-11,-7,-3,nt,-5.0
COc1cc(/C=C/C(=O)OCC(=O)N2CC(=O)Nc3ccccc32)ccc1O,2,-12,12,3,23,-3,-6,5,-2,0.1
COC(=O)c1sc(NC(=O)CSc2nnnn2-c2ccc(C)cc2C)nc1C,2,-7,-1,-1,23,0,0,7,4,0.6
CC1CCC(N(C)C(=O)CN2C(=O)NC(c3ccccc3)(c3ccccc3)C2=O)CC1 (centres undefined),nt,nt,16,-2,nt,-6,-7,-1,nt,-0.1
CC(C1CC1)N(Cc1ccccc1)C(=O)NC(=O)c1ccc(F)cc1 (centres undefined),2,2,18,6,31,25,6,-8,3,2.3
O=C1Nc2ccccc2C12Nc1ccccc1-c1nc3ccccc3n12 (centres undefined),1,8,4,-2,25,8,-8,2,0,0.8
COc1cc(C2OCC3C(c4cc(OC)c(OC)c(OC)c4)OCC23)cc(OC)c1OC (centres undefined),nt,-5,-4,31,6,-1,10,-4,1,-0.9
O=c1cc(N2CCOCC2)[nH]c(=O)n1-c1ccc(Br)cc1,-2,-14,0,1,-10,0,2,2,3,-1.3
CN1CCN(S(=O)(=O)c2cccc(C#N)c2)C(c2ccccc2)C1 (centres undefined),nt,-6,-6,9,nt,5,-5,-8,nt,-0.7
O=C(O)CCC(=O)N1CCC(C(=O)c2cccc(Cl)c2)CC1,2,-6,-3,6,32,-3,0,-5,0,-0.8
CCc1cccc(OCC(=O)Nc2ccc(S(=O)(=O)N3CCCC3)cc2)c1,2,-5,17,-4,10,4,5,-4,-15,2.2
NC(=O)c1ccc(NC(=O)COC(=O)CCCN2C(=O)c3cccc4cccc(c34)C2=O)cc1,5,-2,-1,2,-2,1,-1,-3,-18,0.2
CC(=O)c1ccc(OCC(O)CN2CCN(CC(O)COc3ccc(C(C)=O)cc3)CC2)cc1 (centres undefined),2,-14,2,-2,13,-9,-5,-3,8,-0.2
O=C(NCN1CCN(c2ccccc2)CC1)c1cnccn1,3,-5,2,-6,6,3,7,6,6,0.2
O=C(Nc1ccccc1)c1ccccc1CC[N+](=O)[O-],3,-9,16,-2,5,-2,6,0,0,-1.0
Cn1c(/C(C#N)=C(\O)c2ccc(S(=O)(=O)N3CCCCC3)cc2)nc2ccccc21,0,nt,10,9,13,0,-4,-2,1,0.8
Cc1onc(-c2ccccc2)c1C(=O)Nc1nc2c(s1)C(=O)CC(C)(C)C2,2,-18,4,3,24,0,2,4,-21,1.8
Cc1ccc(S(=O)(=O)c2nc(Nc3ccccc3C#N)sc2Cl)cc1,2,6,6,27,6,-7,4,0,-25,0.2
CC(C)C#Cc1cnc2c(c1)C(=O)N([C@@H](C)CO)C[C@@H](C)[C@H](CN(C)Cc1cccc(F)c1)O2,nt,nt,8,7,nt,4,-3,-2,nt,-0.2
Cc1nn(-c2ccccc2)c(Cl)c1C(=O)Nc1ccccc1,-9,-15,0,0,13,-5,3,-2,-1,?
# Next structures follow.
SMILES,3CLpro inhibitor,SSB-PriA inh,CCHFV vOTU inh,MazEF act,DUSP3 inh,BoNT F protease,PrPC TRFRET,Anthrax LF inh2,Rv3671c protease,BoNT-A LC inh2
COc1ccc(CN2C(=O)CCC2(C)C(=O)NC2CCCC2)c(OC)c1 (centres undefined),4,-4,3,8,4,-4,-4,-2,0,-0.7
Cc1ccc(-c2nnn(CC(=O)N(c3ccccc3)C(C(=O)NCC3CCCO3)c3ccc(Cl)cc3)n2)cc1 (centres undefined),6,-5,-1,-2,10,-3,-9,-4,-2,-1.2
CCCn1c(NCCO)nc2ccccc21,-1,-7,-11,-4,-4,-2,0,-2,6,0.8
COc1ccc(S(=O)(=O)N2CCCCC2c2cc(C(=O)NCc3cccnc3)no2)cc1 (centres undefined),nt,nt,12,nt,nt,3,1,7,nt,0.6
O=C(Nc1ccccc1Cl)C1C2CCC3C(CCC21)C3(Cl)Cl (centres undefined),0,-10,-9,1,3,-1,5,0,-2,-0.4
CCOc1cc(N2CCOCC2)c(OCC)cc1NC(=O)COC(=O)COc1cc(C)cc(C)c1,nt,-6,2,4,nt,-5,-10,-2,-5,1.6
Cc1cccc(C(O)C(O)c2cccc(C)n2)n1 (centres undefined),nt,-3,-1,6,nt,5,1,-4,nt,0.1
O=c1[nH]c(/C=C/c2cccc(Br)c2)nc2ccccc12,nt,-9,-10,-29,nt,3,0,-12,-5,-8.2
O=C1CC[C@@H](OCc2ccccc2)CCN1CC[C@H](Sc1ccccc1)c1ccccc1,6,-9,14,-12,1,0,7,2,-11,-0.5
CCOC(=O)[C@]12CCC=C1N(Cc1ccc3c(c1)OCO3)C(=O)[C@H](CC(=O)NCc1cccs1)C2,nt,nt,13,nt,nt,-2,7,-18,nt,0.3
O=C(CCCCn1c(=O)[nH]c2ccccc2c1=O)NCCc1c[nH]c2ccccc12,-1,1,-7,5,0,-13,6,-30,-3,-1.3
CC(=O)OCc1cc2cccc(C)c2[nH]c1=O,3,-5,2,-4,29,nt,6,nt,3,nt
Cc1ccccc1NC(=O)c1cc([N+](=O)[O-])ccc1NCCN1C(=O)CCC1=O,-3,8,-2,-5,22,-9,-2,3,16,-2.1

# Some values from the results shown.
# O=c1[nH]c(/C=C/c2cccc(Br)c2)nc2ccccc12 in Rv3671c protease: -5
# Cc1ccccc1NC(=O)c1cc([N+](=O)[O-])ccc1NCCN1C(=O)CCC1=O in PrPC TRFRET: -2
# CC(=O)OCc1cc2cccc(C)c2[nH]c1=O in SSB-PriA inh: -5
# CCCn1c(NCCO)nc2ccccc21 in CCHFV vOTU inh: -11

# Some of these compounds in order of molar mass, smallest number first.
SMILES,3CLpro inhibitor,SSB-PriA inh,CCHFV vOTU inh,MazEF act,DUSP3 inh,BoNT F protease,PrPC TRFRET,Anthrax LF inh2,Rv3671c protease,BoNT-A LC inh2
Cc1ccccc1NC(=O)c1cc([N+](=O)[O-])ccc1NCCN1C(=O)CCC1=O,-3,8,-2,-5,22,-9,-2,3,16,-2.1
O=C(CCCCn1c(=O)[nH]c2ccccc2c1=O)NCCc1c[nH]c2ccccc12,-1,1,-7,5,0,-13,6,-30,-3,-1.3
CCOC(=O)[C@]12CCC=C1N(Cc1ccc3c(c1)OCO3)C(=O)[C@H](CC(=O)NCc1cccs1)C2,nt,nt,13,nt,nt,-2,7,-18,nt,0.3
